From PubChem BioAssay
PglD DTNB: PglD (C. jejuni) enzyme inhibition | purified PglD enzyme, DTNB colorimetric CoA detection | inhibition, % at 12.5 µM | actives 0.098% (n = 360,000); in the data active = inhibition above about 16%, passing the limit was not always enough; inconclusive = no clear call, values can overlap the other calls; note: strong numbers were not always called active
E-sel inducer: E-selectin induction on HUVECs | HUVEC E-selectin immunofluorescence imaging; normalized: neutral wells 0, TNF-alpha wells 100 | P16581 | activation, % at 7.58 µM | actives 0.37% (n = 260,000);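 active = mean E-selectin-positive cell signal at least 10% of the positive control, reached in at least 60% of replicates, without over 20% cell loss; inconclusive = no rule given, readout overlaps actives, possibly toxicity-flagged; inactive = the rest, including those meeting only one limit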;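 note: in these data hits start at about 27%; measured in HUVEC primary endothelial cells; signal is the percent of cells scored E-selectin positive by PE staining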
Target sequence (P16581 whole entry, looked up): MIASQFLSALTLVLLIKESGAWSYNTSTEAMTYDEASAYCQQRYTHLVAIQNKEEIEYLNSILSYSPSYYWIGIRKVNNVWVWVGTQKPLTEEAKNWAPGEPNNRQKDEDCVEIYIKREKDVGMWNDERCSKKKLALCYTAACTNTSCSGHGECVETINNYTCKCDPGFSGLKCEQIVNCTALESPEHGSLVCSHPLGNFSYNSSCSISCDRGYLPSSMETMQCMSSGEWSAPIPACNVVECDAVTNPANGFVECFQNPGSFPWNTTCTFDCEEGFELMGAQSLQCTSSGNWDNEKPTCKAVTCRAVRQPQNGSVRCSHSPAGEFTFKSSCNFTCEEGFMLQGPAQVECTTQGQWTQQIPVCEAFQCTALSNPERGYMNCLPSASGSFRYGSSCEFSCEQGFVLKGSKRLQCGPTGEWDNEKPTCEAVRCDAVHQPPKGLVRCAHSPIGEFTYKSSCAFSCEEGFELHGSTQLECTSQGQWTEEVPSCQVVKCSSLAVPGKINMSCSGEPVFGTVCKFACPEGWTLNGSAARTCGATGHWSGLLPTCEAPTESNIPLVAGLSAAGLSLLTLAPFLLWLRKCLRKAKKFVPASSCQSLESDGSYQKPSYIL
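Material: HUVEC primary endothelial cells; Amount: 3,000 cells per well; Dosing: single concentration; Medium: EGM-2 growth medium on 0.1% gelatin-coated wells; Read-out basis: percent E-selectin-positive cells; Signal: immunofluorescence imaging; Control set: TNF-alpha, DMSO.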
SIRT5 inh: sirtuin-5 (human) deacylase inhibition; Q9NXA8; Purified SirT5, succinyl-peptide AMC, trypsin-coupled fluorescence; inhibition, % at 15 µM; actives 1.1% (n = 330,000); in the data active = inhibition above about 15%; inconclusive = no clear call, values can overlap the other calls
DENV2 CPE rescue: protects cells from dengue virus 2 cytopathic effect; AID 651640; CPE inhibition, % at 9.99 µM; DENV2-infected cells, cytopathic effect rescue, plate reader; actives 1.7% (n = 350,000); in the data active = CPE inhibition above about 20%, passing the limit was not always enough; inconclusive = no clear call, values can overlap the other calls; tested in BHK-21 cells;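 note: 0% = median of neutral control wells and 100% = median of positive control wells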
Statin myotox sup: protects C2C12 myotubes from simvastatin toxicity. ATP luminescence, 48 h; scaled: DMSO 0, geranylgeraniol control 100. rescue of ATP level, % at 7.49 µM. actives 0.78% (n = 330,000);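 active = mean ATP rescue above about 67%, or every replicate alone reaching that limit, limit read from the data, passing the limit was not always enough; inconclusive = no clear call, values can overlap the other calls; inactive = mean under the limit and some replicate under it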;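 note: myotubes were challenged with 10 µM simvastatin during compound exposure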
ERp5 block: ERp5 (human) disulfide isomerase inhibition. Q15084. ERp5 insulin aggregation, absorbance 650 nm, 90 min. inhibition, % at 9.99 µM. actives 0.05% (n = 350,000). AID 651711;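 active = mean replicate inhibition above about 25%, with every replicate also reaching it, limit read from the data, passing the limit was not always enough; inconclusive = only one of those two criteria met; inactive = neither criterion met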
Target sequence (Q15084 whole entry, looked up): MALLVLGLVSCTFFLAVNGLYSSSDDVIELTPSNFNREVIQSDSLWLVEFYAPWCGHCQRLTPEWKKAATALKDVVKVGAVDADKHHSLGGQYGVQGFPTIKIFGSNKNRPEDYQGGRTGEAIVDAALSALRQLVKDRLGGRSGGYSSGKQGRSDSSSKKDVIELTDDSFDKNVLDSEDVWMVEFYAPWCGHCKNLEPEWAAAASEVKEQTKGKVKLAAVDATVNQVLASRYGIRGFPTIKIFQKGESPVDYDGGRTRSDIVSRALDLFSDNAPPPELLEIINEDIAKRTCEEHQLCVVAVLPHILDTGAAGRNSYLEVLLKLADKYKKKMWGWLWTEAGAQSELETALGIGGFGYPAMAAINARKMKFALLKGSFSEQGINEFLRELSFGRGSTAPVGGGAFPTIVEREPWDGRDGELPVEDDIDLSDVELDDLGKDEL
S100A4 inh HTS: inhibitors of human S100A4 binding to myosin IIA peptide | actives 0.14% (n = 360,000) | S100A4/TAMRA-MyoIIA peptide fluorescence polarization | P26447 | AID 652163 | inhibition, % at 10.7 µM;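 active = mean inhibition of at least 70% across replicates, with every replicate also reaching that level; inconclusive = mean inhibition reaches 70% but some replicates fall short; inactive = mean inhibition below 70%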
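assay system = human S100A4 monomer with TAMRA-labelled myosin IIA peptide | also added = labelled myosin peptide probe, 5 nM | incubation = 5 min between mix addition and reading | control set = DMSO and TFP controls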
* marks the source's active call; other numbers are inactive results; u = inconclusive; x = no result given. Only part of the results is shown; the hit share may differ from the screen's.

The line under a structure holds: PglD DTNB, Statin myotox sup, S100A4 inh HTS, SIRT5 inh, ERp5 block, E-sel inducer, DENV2 CPE rescue
COc1ccc(NC(=O)c2cccc(S(=O)(=O)N3CCc4ccccc43)c2)c(OC)c1
    3, -2, 2, x, 3, 0.6, 0
CC(C)(C)OC(=O)N(Cc1ccccc1)Cc1ccc(OCc2cccc(NC(=O)c3ccccc3)c2)cc1
    2, -1, -2, x, 9, 2.0, 1
CC1CC(C)CN(C(=O)C2CC(=O)N(c3ccc(F)cc3)C2)C1 (stereo not given)
    -5, -5, 2, x, 0, 0.0, 3
Cc1cccc(NC(=O)COC(=O)c2ccc([N+](=O)[O-])o2)c1C
    -1, 6, -2, -2, -1, 1.4, 2
c1csc(CNc2nc(-c3cccs3)nc3ccccc23)c1
    x, x, -2, -1, -1, 4.3, -4
Cc1cc(C)c(C(=O)CN2C(=O)NC3(CCCCCC3)C2=O)cc1C
    x, x, -6, 3, -2, x, -2
COc1cccc(CN2CC3(CN(C(=O)Nc4c(C)noc4C)C3)c3c([nH]c4cc(OC)ccc34)[C@@H]2CO)c1
    x, x, 21, -2, 2, -0.7, 10
CC(=O)N[C@@H](C)C(=O)N1CCC(n2nccc2NC(=O)CCCc2ccccc2)CC1
    -1, 0, -7, -5, -1, x, u
CCN(C(=O)CSc1nnc(-c2ccncc2)o1)c1ccccc1
    3, x, -5, -1, 2, 1.3, 14
Fc1ccccc1Cc1ccc(Cl)nn1
    x, x, -2, 2, -1, x, 10
Cc1ccc(S(=O)(=O)N2CCCCC2)cc1NC(=O)c1ccccc1Cl
    4, 6, 1, -2, -9, x, 0
O=C(O)Cc1c[nH]c2ccccc12
    -5, 0, 5, x, -4, x, -14
COc1ccc(Cl)cc1NC(=O)CN(C)C(=O)c1cc(C)oc1C
    -1, 2, -10, -6, -1, -2.7, 12
COc1ccc(CCNC(=O)c2cc(COc3c(F)cccc3F)on2)c(OC)c1
    2, 1, 0, -4, 5, x, -5
COCC(=O)Nc1ccc2c(c1)C(=O)N(C)C[C@H](OC)[C@@H](C)CN(Cc1cccc(F)c1)[C@H](C)CO2
    -1, -12, 7, -1, 9, -0.1, -2
CCc1ccc(CN2CCC(N3CCC(C(=O)N4CCCC4)CC3)CC2)o1
    5, 16, -14, -2, 0, x, 1
O=C(CCN1C(=O)C2CCCCC2C1=O)N1CCN(S(=O)(=O)c2ccccc2)CC1 (stereo not given)
    4, -5, 0, -1, -2, x, -8
CO[C@@H](CN(C)Cc1cc(F)ccc1F)[C@@H](C)CN([C@H](C)CO)S(=O)(=O)c1ccc(Cl)cc1
    0, -10, 3, 1, 1, -0.1, -6
NC(=O)c1cc([N+](=O)[O-])ccc1NCc1cccnc1
    x, x, 7, x, -2, x, -3
COC(=O)c1sc(S(=O)(=O)Nc2ccc(C)c(C)c2)c(C(=O)OC)c1C
    x, x, 0, 1, 0, x, 10

One compound at a time, from the list above. Screens in order: PglD DTNB	Statin myotox sup	S100A4 inh HTS	SIRT5 inh	ERp5 block	E-sel inducer	DENV2 CPE rescue
Entry for O=C(O)Cc1c[nH]c2ccccc12 = -5	0	5	x	-4	x	-14
Entry for CCN(C(=O)CSc1nnc(-c2ccncc2)o1)c1ccccc1 = 3	x	-5	-1	2	1.3	14
Entry for O=C(CCN1C(=O)C2CCCCC2C1=O)N1CCN(S(=O)(=O)c2ccccc2)CC1 (stereo not given) = 4	-5	0	-1	-2	x	-8
Entry for NC(=O)c1cc([N+](=O)[O-])ccc1NCc1cccnc1 = x	x	7	x	-2	x	-3
Entry for COc1ccc(NC(=O)c2cccc(S(=O)(=O)N3CCc4ccccc43)c2)c(OC)c1 = 3	-2	2	x	3	0.6	0

Following part
The line under a structure holds: PglD DTNB, Statin myotox sup, S100A4 inh HTS, SIRT5 inh, ERp5 block, E-sel inducer, DENV2 CPE rescue
Cc1cc(C(=O)N2CCCC(N3CCN(c4cccc(Cl)c4)CC3)C2)nn1C (stereo not given)
    8, x, -1, -1, 6, x, 5
CCn1cc(CCCC(=O)NCc2ccccc2OC)c2ccccc21
    0, -26, 0, -2, 0, x, 9
O=C(c1ccc2c(c1)OCO2)N1C[C@@H]2[C@H](c3ccccc31)[C@@H](CO)N2Cc1cccnc1
    -1, -5, -2, 0, 11, 0.0, 6
COc1ccc(CN(C)C[C@@H]2OCCCC[C@H](C)Oc3ccc(NC(=O)NC(C)C)cc3C(=O)N([C@H](C)CO)C[C@H]2C)cc1
    -1, 16, -9, -1, -2, 0.7, 5
CCc1ccccc1S(=O)(=O)c1c(C)cc(C)nc1Cl
    6, 3, 2, 1, 0, 0.0, -4
COc1ccc2oc(C(=O)Nc3ccc(N4CCOCC4)cc3)c(C)c2c1
    x, -15, 19, 6, -2, x, -5
O=C(N/N=C/c1ccc(OC(F)F)cc1OC(F)F)c1cccc(S(=O)(=O)N2CCOCC2)c1
    x, x, -1, 1, -4, x, 2
Cc1ccc(C)c(CN2CCCN(C(=O)Cn3ncc4c3-c3ccccc3OC4)C2)c1
    -5, -15, -6, x, 0, 0.1, u
CC1(NC(=S)Nc2ccc3ccccc3c2)CCS(=O)(=O)C1 (stereo not given)
    -7, x, -6, -4, -5, 0.1, -3
O=C(NCCc1ccc(F)cc1)c1ccc2c(=O)n3c(nc2c1)CCC3
    x, -13, -2, -2, 5, 0.0, 3
CC(OC(=O)c1cccnc1Cl)C(=O)Nc1ccc2c(c1)OCCO2 (stereo not given)
    x, x, 1, -4, -5, 0.1, -6
Cc1noc(C)c1NC(=O)Nc1ccc2c(c1)CC(=O)N([C@@H](C)CO)C[C@H](C)[C@@H](CN(C)S(=O)(=O)c1cn(C)cn1)O2
    1, 2, x, x, x, -0.1, 6
COc1ccccc1CNC(=O)C[C@@H]1C=C[C@@H](NC(C)=O)[C@H](CO)O1
    3, -3, 12, -2, -2, 0.8, 2
CC(=O)c1ccc(S(=O)(=O)N(C)CCCC(=O)N2CCN(c3ncccn3)CC2)cc1
    2, 4, -7, -5, -8, 0.9, -3
CS(=O)(=O)NCCNC(=O)c1cc(OCC(F)(F)F)ccc1OCC(F)(F)F
    x, x, -7, 0, -1, x, 6
COc1ccccc1C#Cc1ccc2c(c1)O[C@@H](CN(C)Cc1cccnc1)[C@@H](C)CN([C@H](C)CO)S2(=O)=O
    -1, 4, 15, -9, -1, -0.1, 1
O=C(C[C@H]1C[C@H]2c3cc(NC(=O)Nc4ccc(C(F)(F)F)cc4)ccc3O[C@H]2[C@H](CO)O1)NCc1cccnc1
    -3, 4, -5, -5, -1, 0.9, 0
COCCN(CCOC)C(=S)Nc1ccccc1
    x, 5, -3, -1, -3, x, 11
C[C@@H]1CN([C@H](C)CO)S(=O)(=O)c2ccc(-c3ccc(C(=O)N(C)C)cc3)cc2O[C@H]1CN(C)C(=O)C1CCCCC1
    0, -17, 21, 6, 3, 0.9, -11
N#CC1=C2SCN(c3ccccc3)CN2C(=O)CC1c1cccs1 (stereo not given)
    4, 6, x, x, x, -0.5, x

Two entries drawn at random from those above:
The line under a structure holds: PglD DTNB, Statin myotox sup, S100A4 inh HTS, SIRT5 inh, ERp5 block, E-sel inducer, DENV2 CPE rescue
O=C(NCCc1ccc(F)cc1)c1ccc2c(=O)n3c(nc2c1)CCC3
    x, -13, -2, -2, 5, 0.0, 3
Cc1ccc(C)c(CN2CCCN(C(=O)Cn3ncc4c3-c3ccccc3OC4)C2)c1
    -5, -15, -6, x, 0, 0.1, u

The results go on.
The line under a structure holds: PglD DTNB, Statin myotox sup, S100A4 inh HTS, SIRT5 inh, ERp5 block, E-sel inducer, DENV2 CPE rescue
CCCNC(=O)N(C)C[C@H]1Oc2ncc(C3=CCCCC3)cc2C(=O)N([C@H](C)CO)C[C@@H]1C
    2, 14, 5, 10, 4, 0.0, 7
CCOc1cc2[nH]c(=S)n(Cc3ccc(C(=O)NCCCOC)cc3)c(=O)c2cc1OCC
    1, -8, 4, 3, 0, -0.1, 0
CN(C)CC(=O)Nc1ccc2c(c1)[C@@H]1C[C@@H](CC(=O)NCc3ccc(Cl)cc3)O[C@H](CO)[C@@H]1O2
    -2, -5, 4, -2, -2, -0.1, 0
C[C@H]1CN([C@@H](C)CO)C(=O)Cc2cc(N(C)C)ccc2O[C@H]1CN(C)S(=O)(=O)c1cn(C)cn1
    0, -2, -7, -1, -3, 0.2, 5
Cc1cc2c(=O)n(Cc3ccco3)c(SCC(=O)N3CCCc4ccccc43)nc2s1
    -5, u, 5, -2, 5, x, 4
O=C(N=Nc1c(O)[nH]c2ccccc12)Nc1ccccc1
    x, 6, -2, 1, 4, -0.1, -8
COc1cc(C2NC(=S)NC(C)=C2C(=O)Nc2ccc(C)cc2)ccc1O (stereo not given)
    x, -16, -19, -1, -1, x, -2
CC1CCc2c(sc(NC(=O)CCc3nc4ccccc4c(=O)[nH]3)c2C#N)C1 (stereo not given)
    -4, -1, -5, 0, 1, 0.7, -4
Cc1ccc(NC(=O)c2cnn(-c3ccccc3)c2C)c(C)c1
    -8, -8, -3, 3, u, x, -8
CC(C)Cn1c(N)c(C(=O)COC(=O)c2c(O)c(Cl)cc(Cl)c2Cl)c(=O)n(C)c1=O
    -1, 2, -2, 1, -2, 3.5, 5
CCn1nc(NS(=O)(=O)c2ccccc2)c2cc3ccc(C)cc3nc21
    8, 3, -4, -3, -1, x, 6
COc1ccc(/C=C2\N=C(C)OC2=O)cc1OC(C)=O
    -13, 1, -2, 2, -8, x, -1
O=C(Cc1ccccn1)c1ccc(O)cc1O
    15, 11, 7, 4, 1, 0.2, 9
COc1ccccc1/C=C/C(=O)NCC(=O)N=Nc1c(O)[nH]c2ccccc12
    2, -1, -1, 1, -2, x, 9
CCc1nnc(NS(=O)(=O)c2ccc(NC(=O)c3ccc([N+](=O)[O-])s3)cc2)s1
    -1, 4, -2, -11, 2, -0.2, u
COc1ccc(NC(=O)N(C)C[C@H]2Oc3c(NC(=O)c4nc5ccccc5s4)cccc3C(=O)N([C@H](C)CO)C[C@@H]2C)cc1
    -1, x, -8, 0, -1, 0.0, u
Cc1ccc(C)c(/C=N/n2cc(-c3ccccc3)[nH]c2=S)c1
    x, x, 5, -2, 1, 0.4, -2
Cc1nc(-c2ccccc2)nn1-c1ccc([N+](=O)[O-])cc1
    4, x, -2, 5, -4, x, -2
COc1cc(-c2cnc3c(NC=O)cc(-c4cccnc4)cn23)cc(OC)c1OC
    0, -26, -3, 3, 1, -0.2, 6
NC(COCc1ccccc1)c1csc(Nc2ccccn2)n1 (stereo not given)
    -1, -16, 0, -1, 1, 0.3, -11
COc1ccc(NC(=S)N/N=C2\CC(C)(C)Oc3ccc(O)cc32)cc1
    x, x, 3, 1, 2, x, 9
CCOC(=O)CNC(=O)CSc1nnc(-c2c[nH]c3ccccc23)n1CC
    4, -67, 2, 1, -4, -0.1, 0
COc1cccc(S(=O)(=O)N(C)C[C@H]2Oc3ncc(C#CCC(C)C)cc3C(=O)N([C@H](C)CO)C[C@H]2C)c1
    -3, -35, 6, -3, 2, -0.1, 2
C[C@H]1CCCCO[C@H](CN(C)S(=O)(=O)c2cccs2)[C@@H](C)CN([C@@H](C)CO)C(=O)c2cc(NC(=O)Nc3cccc4ccccc34)ccc2O1
    -2, -85, x, x, x, 0.3, 4
Cc1ccc(OCc2ccccc2C)c([N+](=O)[O-])n1
    -5, -8, 0, -5, 5, x, u
CC(C)c1ccc2oc(=O)cc(CN3CCOCC3)c2c1
    6, 7, -13, 0, x, x, -6
O=C(c1cc(Cl)c(=O)n(Cc2ccc(Cl)cc2)c1)N1CCOCC1
    1, 8, 9, -4, 1, x, x
O=C(CCc1c[nH]c2ccccc12)NCCOc1ccccc1
    0, 17, -1, -4, -1, x, -6
